NPY1 pot ag = NPY-Y1 receptor potentiators or agonists, primary screen, cell-based; AID 1304, 2008; NPY-Y1 expressing cells, potentiator/agonist activation; hit rate 0.37% among 220,000; Neuropeptide Y receptor type 1 (Homo sapiens), P25929; activation, % at 3.6 µM; in the data active means activation above about 33%, passing the limit was not always enough;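 further: cells stimulated with NPY at EC10 then isoproterenol at EC100; 0% = low agonist plus stimulus and 100% = saturating agonist plus stimulus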
Mdm2 ligase inh = MDM2-luciferase reporter signal enhancers, primary screen, MDM2 E3 ligase inhibitor project, cell-based, luminescence, 1536-well | E3 ubiquitin-protein ligase Mdm2 (Homo sapiens), Q00987 | cell-based MDM2 ubiquitination luciferase reporter, 2 h; 0 = plate control, 100 = twice control, blank-subtracted | signal enhancement, % at 5 µM | hit rate 0.11% among 210,000 | AID 1230, 2008;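 active means signal enhancement of 30% or more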;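 further: luminescence tracks abundance of the self-degrading MDM2-luciferase fusion protein; higher signal means inhibition of MDM2 E3 ligase activity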
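Assay system: stable mammalian line carrying autodegrading MDM2–luciferase fusion reporter; Input: 2000 cells in each well; Compound dosing: single-point 5 µM; Schedule: 2 h compound exposure at 37 °C; Signal: SteadyLite luciferase luminescence after 15 min room-temperature reagent incubation; Evaluation: % luminescence enhancement versus blank-corrected plate control mean; Benchmarks: plate controls and plate blanks.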
NPY-Y1 antag = NPY-Y1 receptor antagonists, primary screen, cell-based; Neuropeptide Y receptor type 1 (Homo sapiens), P25929; HEK293-CNG Y1 cells, membrane potential fluorescence; NPY at EC95, then isoproterenol; inhibition, % at 3.6 µM; hit rate 1% among 200,000; AID 1040, 2008;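 active means inhibition above the campaign mean inhibition of all tested compounds plus 3 SD, cut at about 20% in these data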;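 further: 0% = DMSO wells given NPY plus isoproterenol and 100% = isoproterenol alone without NPY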
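Material: HEK293 Y1/CNG channel cell line; also added: NPY (25 nM), isoproterenol (1 µM), Ro 20-1724 (25 µM); doses: one concentration, 3.6 µM, in 0.4% DMSO; schedule: compound incubation 1 h at room temperature, readout 45 min post-stimulation; technique: membrane potential fluorescence; measure: fluorescence ratio normalized to % inhibition between controls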
RBBP9 inhibitor = human RBBP9 inhibitors, primary screen, biochemical, fluorescence polarization, FP-Rh probe, HTS; recombinant RBBP9; inhibition, % at 7.94 µM; Serine hydrolase RBBP9 (Homo sapiens), O75884; hit rate 0.2% among 220,000;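 active means inhibition above the campaign mean of all tested compounds plus 3 SD, cut at about 14% in these data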;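 further: plate controls were DMSO wells with RBBP9 for no effect and wells lacking RBBP9 protein for full effect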
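Controls: DMSO-treated enzyme wells and wells lacking RBBP9 | Material: RBBP9 protein | Technique: Fluorescence polarization | Replication: Single well per compound, no replicates | Buffer or medium: Tris-NaCl-Pluronic buffer, pH 8.0 | Timing: 30 min compound preincubation, 45 min probe labeling, 25 °C | Read-out basis: Percent inhibition from mP, scaled between DMSO and no-protein wells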
Runt-CBFb FRET = inhibitors of RUNX1 Runt–CBFb binding, primary screen, biochemical, FRET, Cerulean-Runt, Venus-CBFb, uHTS. Runt-related transcription factor 1 (Homo sapiens) + Core-binding factor subunit beta …. Cerulean-Runt/Venus-CBFb FRET ratio 530/480, 1 h. inhibition, % at 20 µM. hit rate 0.46% among 220,000. AID 1496, 2009;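 active means inhibition over about 50% at 20 µM in the single-dose screen, limit read from the data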;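 further: 0% = DMSO wells and 100% = excess unlabeled CBFb competitor control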
Target sequence (Q01196 whole entry, looked up): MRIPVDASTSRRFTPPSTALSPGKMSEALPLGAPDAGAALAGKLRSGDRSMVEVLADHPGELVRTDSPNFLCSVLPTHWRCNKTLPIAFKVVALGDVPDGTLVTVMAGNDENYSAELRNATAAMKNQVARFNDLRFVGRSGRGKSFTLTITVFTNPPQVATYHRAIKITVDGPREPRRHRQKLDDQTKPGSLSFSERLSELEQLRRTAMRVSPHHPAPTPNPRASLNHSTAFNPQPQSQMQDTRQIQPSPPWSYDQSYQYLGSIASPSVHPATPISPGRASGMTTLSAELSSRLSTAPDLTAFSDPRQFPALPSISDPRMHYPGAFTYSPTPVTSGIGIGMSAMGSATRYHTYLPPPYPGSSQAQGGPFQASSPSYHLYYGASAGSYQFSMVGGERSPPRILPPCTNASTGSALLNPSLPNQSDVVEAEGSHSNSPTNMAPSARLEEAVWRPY
Target sequence (Q13951 whole entry, looked up): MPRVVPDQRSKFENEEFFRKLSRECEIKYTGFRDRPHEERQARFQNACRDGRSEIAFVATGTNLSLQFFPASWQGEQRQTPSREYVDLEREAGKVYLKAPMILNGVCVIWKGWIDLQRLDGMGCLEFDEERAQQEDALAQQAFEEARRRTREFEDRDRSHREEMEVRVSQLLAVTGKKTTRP
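Doses: 20 µM compound in 1% DMSO | Material: Cerulean-labeled Runt domain protein | Amount: Each fluorescent fusion protein 100 nM | Schedule: Two 1 h room-temperature incubations shielded from light | Measured by: FRET fluorescence | Evaluation: Loss of energy transfer signal | Controls: Unlabeled CBFb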
Runt-SMMHC FRET = inhibitors of RUNX1 Runt–CBFb-SMMHC binding, primary screen, biochemical, FRET, Cerulean-Runt, Venus-CBFb-SMMHC, uHTS. Runt-related transcription factor 1 (Homo sapiens) + Core-binding factor subunit beta …. Cerulean-Runt/Venus-CBFb-SMMHC FRET ratio 530/480, 1 h. inhibition, % at 20 µM. hit rate 0.74% among 220,000;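 active means mean inhibition across duplicate retests at 20 µM reaching about 50%, limit read from the data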;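 further: 0% = DMSO wells and 100% = wells with excess untagged CBFb-SMMHC; inhibitors lower the FRET ratio by blocking Runt binding to CBFb-SMMHC; some results filed as inactive read as strong as hits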
NPY-Y2 PAM-ag = NPY-Y2 potentiators or agonists, primary screen, cell-based. hit rate 0.45% among 220,000. cells expressing NPY-Y2, potentiator/agonist read-out. activation, % at 3.6 µM; in the data active means activation above about 27%;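 further: cells stimulated with NPY near EC25 plus isoproterenol at EC100; 0% = vehicle plus submaximal agonist and 100% = vehicle plus saturating agonist; some results beyond the cut were filed as inactive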
Target sequence (P49146 whole entry, looked up): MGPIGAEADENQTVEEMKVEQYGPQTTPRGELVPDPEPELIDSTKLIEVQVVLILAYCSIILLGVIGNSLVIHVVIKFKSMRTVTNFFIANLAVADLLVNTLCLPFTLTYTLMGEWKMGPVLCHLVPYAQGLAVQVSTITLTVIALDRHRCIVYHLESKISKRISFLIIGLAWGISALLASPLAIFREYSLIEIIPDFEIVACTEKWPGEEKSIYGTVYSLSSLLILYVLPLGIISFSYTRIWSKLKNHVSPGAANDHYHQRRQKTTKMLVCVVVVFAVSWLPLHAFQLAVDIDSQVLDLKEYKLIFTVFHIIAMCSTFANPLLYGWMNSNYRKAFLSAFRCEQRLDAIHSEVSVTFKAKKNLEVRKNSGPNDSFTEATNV
p97 inhibitor = inhibitors of human p97 ATPase, primary screen, biochemical; recombinant p97 ATPase, Kinase-Glo ATP luminescence, 3 h; inhibition, % at 8 µM; hit rate 0.42% among 220,000; AID 1481, 2009; in the data active means inhibition above about 15%;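 further: 0% = DMSO vehicle and 100% = wells lacking enzyme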
Hck Nef HTS = inhibitors of Nef-activated human Hck kinase, primary screen, biochemical, Z-Lyte FRET, 384-well, Hck-YEEI. inhibition, % at 20 µM. Recombinant Hck-YEEI plus Nef, Z-Lyte FRET kinase assay. hit rate 0.68% among 220,000. AID 463187, 2010. Tyrosine-protein kinase HCK (Homo sapiens), P08631;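 active means Hck-Nef kinase inhibition above about 50%, limit read from the data; inactive means inhibition below that limit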;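 further: 0% = DMSO with Hck plus Nef and 100% = Hck alone without Nef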
An asterisk follows results filed as active; x = no result given.

Values in the order – Hck Nef HTS	RBBP9 inhibitor	NPY-Y2 PAM-ag	NPY1 pot ag	NPY-Y1 antag	Mdm2 ligase inh	Runt-SMMHC FRET	p97 inhibitor	Runt-CBFb FRET
CC(=O)c1ccc(N2CCN(c3ccc(C(N)=O)cc3[N+](=O)[O-])CC2)cc1
 : 7	-6	-2	-5	-4	-12	-4	0	0
O=S(=O)(Nc1cccnc1)c1cc(Cl)ccc1Cl
 : -1	-7	14	15	-1	-7	2	6	0
CCOC(=O)CSc1nc(C)nc2c1sc1nc(C)c(C(C)=O)c(-c3ccc(OC)cc3)c12
 : 2	1	12	-3	3	-3	0	5	-6
Cc1cc(-n2cnnn2)ccc1C(C)C
 : -6	1	3	0	4	-9	-1	3	0
CCN(c1ccccc1)c1nc2nonc2nc1NCCO
 : 17	-2	0	-10	x	-2	0	3	1
CCOC(CNC(=O)CCc1c(C)nc2ncnn2c1C)OCC
 : -20	6	7	5	2	-24	-7	5	0
CCNC(=S)Nc1ccc(Cc2ccncc2)cc1
 : 18	-2	6	4	3	-8	3	5	1
Cc1cc(C(=O)COC(=O)c2ccc(N)c([N+](=O)[O-])c2)c(C)n1Cc1ccc2c(c1)OCO2
 : 25	-8	1	10	x	x	-2	5	-2
O=C(O)C1CCCCN1S(=O)(=O)c1ccc2ccccc2c1 (configuration not stated)
 : 2	-9	-18	-36	4	-16	1	6	-1
CCNC(=S)N1CCN(CC(=O)Nc2ccc(OC)cc2)CC1
 : 0	3	-7	0	2	-6	-3	3	-1
Cc1ccc(/C=N/n2c(C)nc3ccccc3c2=O)o1
 : 12	-1	7	11	-2	3	-3	5	1
O=C(NNC(=O)c1nn(-c2ccc(F)cc2)ccc1=O)c1ccccc1Cl
 : 5	-3	-20	12	x	-20	0	2	-1
Cc1cccc(NC(=O)c2nc[nH]c2C(=O)N[C@@H](Cc2ccccc2)C(=O)OC(C)(C)C)c1
 : 31	x	x	x	x	-8	3	x	-1
Cc1c(C(=O)N/N=C/C(C)C)[nH]c2c([N+](=O)[O-])cccc12
 : 5	-4	-2	13	-1	-9	-1	4	0
O=C(c1cccc(C(F)(F)F)c1)C1CCCN(C(=O)CN2CCCC2=O)C1 (configuration not stated)
 : 25	-6	-8	-20	5	7	1	-2	1
CN(C)CCCn1c(SCC(=O)N2CC(=O)Nc3ccccc32)nc2ccccc2c1=O
 : 1	1	0	5	4	-6	-4	5	-9
c1ccc(CNc2ncnc3nc[nH]c23)nc1
 : 2	1	-3	-1	3	-8	1	3	-1
COc1ccc(S(=O)(=O)Cc2ccc(C(=O)N3CCN(c4ccccc4)CC3)o2)cc1
 : -4	-5	-1	2	-3	0	1	-1	-2
N#CNC(=Nc1ccc(Cl)cc1)Oc1ccccc1
 : 0	4	-29	-7	x	-24	-7	3	2
CCc1cc(=O)oc2cc(C)c(CN3CCCC(C)C3)c(O)c12 (configuration not stated)
 : 1	14	7	-28	3	x	-6	8	0

More records follow:
Values in the order – Hck Nef HTS	RBBP9 inhibitor	NPY-Y2 PAM-ag	NPY1 pot ag	NPY-Y1 antag	Mdm2 ligase inh	Runt-SMMHC FRET	p97 inhibitor	Runt-CBFb FRET
C[C@H](NC(=O)c1ccccc1Cl)C(=O)NCc1cccs1
 : 21	-4	-4	4	1	-8	-1	3	0
CCc1cccc(NC2c3ccccc3C(=O)N2c2ccc(C)cn2)c1 (configuration not stated)
 : 8	-3	2	-1	4	-3	-1	-1	1
CCc1nnc(NC(=O)c2oc3cc(C)c(C)cc3c2C)s1
 : 7	-9	11	-9	6	-9	4	1	-1
OCCN(CCO)CC(O)Cn1c2ccccc2c2ccccc21 (configuration not stated)
 : -1	-3	2	-6	1	-20	-4	-6	0
CCOC(=O)Cc1csc(NC(=O)CSc2nc3cccnc3n2CC)n1
 : 1	1	16	0	1	-30	-4	-3	-1
CC[n+]1ccc(C)c2cc(P(=O)(c3ccccc3)c3ccccc3)ccc21
 : 24	-3	-5	5	-5	-21	9	2	5
COc1ccc(NC(=O)CS(=O)(=O)c2cn(CC(=O)N3CCOCC3)c3ccccc23)cc1
 : -23	1	4	10	0	-5	2	1	0
O=C(CSC1=NCCS1)c1ccc(Cl)cc1
 : 13	-4	2	5	3	-1	3	7	10
Cc1c(N)cccc1-n1cccc1
 : 6	8	-1	9	-4	-19	-11	0	-5
O=C(Nc1cc(C(=O)N2CCOCC2)cc(C(=O)N2CCOCC2)c1)c1cc(F)c(F)cc1Cl
 : 5	1	19	-18	-3	-8	-3	5	0
CCCc1cc(=O)[nH]c(SCC(=O)N2CCCc3ccccc32)n1
 : 17	-3	-6	11	-1	1	-2	4	-2
c1ccc2sc(Sc3ncnc4sccc34)nc2c1
 : 4	-7	2	-11	1	-8	1	5	-1
O=C(O)c1cccc(NC(=O)C2CC(=O)N(Cc3ccccc3)C2)c1 (configuration not stated)
 : -1	-1	-10	-5	2	-1	-1	-2	0
Cc1nc(N2CCCCC2C)c2c(C)c(C(=O)Nc3ccccc3C(F)(F)F)sc2n1 (configuration not stated)
 : -81	2	-40	-23	4	-6	-1	-1	-6
COCCNC(=O)Cn1c(=O)n(Cc2ccc(C(=O)NCCc3ccc(OC)c(OC)c3)cc2)c(=O)c2ccccc21
 : 22	-7	7	-6	1	-4	-2	2	-5
Cc1ccc(CN2C(=O)c3ccccc3C2C(=O)NCc2cccnc2)cc1 (configuration not stated)
 : 2	-4	6	0	1	-13	-4	4	2
CC1CCCCC1NC(=O)Cn1c(CN2CCCCC2)nc2ccccc2c1=O (configuration not stated)
 : -1	-2	9	-2	6	-16	-1	5	-4
Cn1nc(-c2ccccc2)c(CO)c1Sc1ccccc1
 : 18	-6	-1	1	8	4	3	1	2
Cc1c(NC(=O)CN2CCN(c3ccc([N+](=O)[O-])cc3)CC2)c(=O)n(-c2ccccc2)n1C
 : 23	-1	5	18	0	-15	-2	5	-5
COc1cc(/C=N/NC(=O)CCN2CCN(c3ccccc3)CC2)cc(OC)c1OC
 : 3	-4	-10	-35	-1	15	-2	0	-1

3 entries out of the list, ordered by molecular weight, lowest first:
Values in the order – Hck Nef HTS	RBBP9 inhibitor	NPY-Y2 PAM-ag	NPY1 pot ag	NPY-Y1 antag	Mdm2 ligase inh	Runt-SMMHC FRET	p97 inhibitor	Runt-CBFb FRET
O=C(CSC1=NCCS1)c1ccc(Cl)cc1
 : 13	-4	2	5	3	-1	3	7	10
C[C@H](NC(=O)c1ccccc1Cl)C(=O)NCc1cccs1
 : 21	-4	-4	4	1	-8	-1	3	0
CCc1cccc(NC2c3ccccc3C(=O)N2c2ccc(C)cn2)c1 (configuration not stated)
 : 8	-3	2	-1	4	-3	-1	-1	1

Back to the main list with the 5 entries that preceded the break.
Values in the order – Hck Nef HTS	RBBP9 inhibitor	NPY-Y2 PAM-ag	NPY1 pot ag	NPY-Y1 antag	Mdm2 ligase inh	Runt-SMMHC FRET	p97 inhibitor	Runt-CBFb FRET
Cc1ccc(CN2C(=O)c3ccccc3C2C(=O)NCc2cccnc2)cc1 (configuration not stated)
 : 2	-4	6	0	1	-13	-4	4	2
CC1CCCCC1NC(=O)Cn1c(CN2CCCCC2)nc2ccccc2c1=O (configuration not stated)
 : -1	-2	9	-2	6	-16	-1	5	-4
Cn1nc(-c2ccccc2)c(CO)c1Sc1ccccc1
 : 18	-6	-1	1	8	4	3	1	2
Cc1c(NC(=O)CN2CCN(c3ccc([N+](=O)[O-])cc3)CC2)c(=O)n(-c2ccccc2)n1C
 : 23	-1	5	18	0	-15	-2	5	-5
COc1cc(/C=N/NC(=O)CCN2CCN(c3ccccc3)CC2)cc(OC)c1OC
 : 3	-4	-10	-35	-1	15	-2	0	-1
CC1(c2nnc(-c3ccccc3)o2)CC(c2cccnc2)=NO1 (configuration not stated)
 : 33	x	x	x	x	4	0	x	1
O=C(CN1C(=O)c2cccc3cccc1c23)Nc1ccccc1C(=O)NCc1ccco1
 : -1	-1	-12	-6	4	-4	x	4	x
CC(C(=O)Nc1ccc(F)c(F)c1F)N(C)CC(=O)Nc1ccccc1Br (configuration not stated)
 : 2	-2	-11	-18	1	-10	3	0	-1
CN1CCN(c2ccc(NC(=O)c3ccc(C(F)(F)F)cc3)cn2)CC1
 : 0	1	-10	9	0	-4	0	2	-2
CC(C)(C)NC(=O)C(c1ccncc1)N(C(=O)CNC(=O)c1ccco1)c1ccc2c(c1)OCO2 (configuration not stated)
 : -7	2	-4	-15	3	-2	5	2	0
COc1cc(NS(=O)(=O)c2ccc(C)c(C)c2)c(OC)cc1Cl
 : -21	-16	-10	-13	5	-27	-4	-9	1
CC1(C)CC(=O)C2=C(C1)Nc1ccccc1NC2c1ccccn1 (configuration not stated)
 : 0	-4	-5	5	7	-18	-1	-1	2
O=C(NC(=S)Nc1ccccc1)c1cncc(C#Cc2ccccc2)c1
 : -12	-11	-24	-33	x	-10	2	-7	1
O=C(NCc1ccc(Cl)cc1Cl)C(=O)N1CCCCC1
 : -1	6	-13	14	-1	-5	-1	4	1
Cc1ccc(S(=O)(=O)N(C)CCCC(=O)NC(C)(C)CO)cc1
 : 5	4	3	-18	-1	-24	1	4	0
O=C(Nc1ccccc1)N1CCN(c2ncccn2)CC1
 : 0	-8	-4	6	5	-9	-7	4	0
O=[N+]([O-])c1ccc(NC(=S)NCCc2ccccc2)cc1
 : -1	-13	12	23	-10	-13	-1	0	-2
Cc1ccc(/C=C/C(=O)NC(=S)N2CCN(c3ccc(F)cc3)CC2)cc1
 : 8	-2	6	11	x	-15	3	6	-2

From PubChem BioAssay
